Screening results: PubChem, National Center for Advancing Translational Sciences (NCATS)
Vif-APOBEC3G blk – Vif-A3G binding inhibition; Q9HC16; 0.076% of 410,000 active; HeLa A3G-eYFP + Vif (tagged APOBEC3G with the HIV-1 protein that degrades it), YFP fluorescence, overnight; Potency, µM (highest dose often 46.1 µM), without a hit: at the highest dose activity, negative = active, usual class: inhibitors;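 also: potency is read from the fitted curve at half-maximal effect; % is scaled to controls: 0 for no effect and ±100 for the full control effect; nearly all actives have a fitted effect of over 60% in size; hits raise eYFP signal because A3G escapes Vif-driven loss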
Target sequence (Q9HC16 whole entry, looked up): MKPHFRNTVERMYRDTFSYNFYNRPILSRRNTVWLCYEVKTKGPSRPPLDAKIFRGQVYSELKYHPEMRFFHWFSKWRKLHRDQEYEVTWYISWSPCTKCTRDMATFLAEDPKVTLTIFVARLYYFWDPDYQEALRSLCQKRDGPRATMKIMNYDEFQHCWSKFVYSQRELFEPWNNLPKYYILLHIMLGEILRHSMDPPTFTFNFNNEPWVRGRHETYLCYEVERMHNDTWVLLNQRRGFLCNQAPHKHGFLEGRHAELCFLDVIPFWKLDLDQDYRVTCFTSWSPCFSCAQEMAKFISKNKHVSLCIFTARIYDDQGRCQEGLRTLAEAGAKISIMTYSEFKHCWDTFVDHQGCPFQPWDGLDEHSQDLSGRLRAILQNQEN
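HeLa cells stably expressing Vif and C-terminally eYFP-tagged A3G, seeded overnight at 37 deg C, then exposed to compound by pintool overnight at 37 deg C. Rise in yellow fluorescence (Ex 488/Em 500-530, Acumen) marks blocked Vif-driven A3G degradation.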
D2 antagonist – antagonizes the human D2 dopamine receptor | HEK293 TREx D2 cells, calcium flux, dopamine EC80 | inhibition, % at 10 µM | P14416 | AID 485344 | 2% of 340,000 active; in the data active = inhibition above about 30%; also: 0% is about no effect
Target sequence (P14416 whole entry, looked up): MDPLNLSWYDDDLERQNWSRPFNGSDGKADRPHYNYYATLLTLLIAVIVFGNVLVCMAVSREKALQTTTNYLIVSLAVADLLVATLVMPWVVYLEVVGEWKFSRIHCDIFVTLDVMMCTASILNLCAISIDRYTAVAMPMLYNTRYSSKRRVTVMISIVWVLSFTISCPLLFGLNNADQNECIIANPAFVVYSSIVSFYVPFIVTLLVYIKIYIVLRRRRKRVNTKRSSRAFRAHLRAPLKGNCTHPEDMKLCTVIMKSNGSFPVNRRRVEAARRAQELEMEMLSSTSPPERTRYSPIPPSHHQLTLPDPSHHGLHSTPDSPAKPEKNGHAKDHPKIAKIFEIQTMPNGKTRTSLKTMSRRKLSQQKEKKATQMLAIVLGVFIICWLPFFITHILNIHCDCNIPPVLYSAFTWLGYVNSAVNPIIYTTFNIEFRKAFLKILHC
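Antagonism is scored as inhibition of an EC80 dopamine-evoked calcium signal in a force-coupled, tetracycline-inducible HEK293 T-REx D2 line, with compound present 180 s before agonist.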
12-LOX inh – inhibitors of human 12S-lipoxygenase ALOX12 | P18054 | purified 12hLO, xylenol orange hydroperoxide absorbance | Potency, µM (titrated, usually from 108 µM), inactives show at the top dose activity change, negative = inhibition, hits mostly inhibitors | 1.1% of 580,000 active | AID 1671190; also: potency is read from the fitted curve at half-maximal effect; % is scaled to controls: 0 for no effect and ±100 for the full control effect
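Hydroperoxide product was detected by ferrous iron/xylenol orange as the 573 to 405 nm absorbance ratio. Arachidonic acid at 40 uM (final) was turned over for 30 min at room temperature by 150 nM human 12hLO, pH 7.0 Hepes buffer, after 15 min compound preincubation.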
Glioma ERSR ind – inducers of ER stress response in human glioma cells | U87-MG GRP78 promoter luciferase reporter, 16 h | Potency, µM, for the others: at the top dose activation, usual class: activators | 0.02% of 420,000 active | AID 602332; also: potency is read from the fitted curve at half-maximal effect; series mostly up to about 76 µM; % of control where 0% means no effect; nearly all actives have a fitted effect of over 35% in size
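Stably transfected U87-MG glioma cells carrying a GRP78-based luciferase sensor; 16 h compound incubation. Luminescence end-point read 10 min after Bright-Glo addition at room temperature.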
D2 agonist – D2 dopamine receptor (human) agonism | 0.53% of 340,000 active | HEK293 T-REx D2 cells, calcium flux agonist mode | P14416 | activation, % at 2 µM | AID 485358;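 active = activation over 3 SD above normal in the single-dose calcium agonist read, cut at about 30% in these data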; also: 0% is about no effect
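Agonism is scored from calcium flux in a force-coupled, inducible HEK293 cell line expressing D2, read kinetically for 180 s after compound addition against dopamine controls.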
RGS4 inh – inhibitors of human regulator of G protein signaling 4; Transcreener GDP fluorescence polarization, RGS4-accelerated GTP hydrolysis; Potency, µM (highest dose often 114 µM), inactives show top-dose activity change, negative = inhibition, most hits filed as inhibitors; 0.039% of 390,000 active; also: potency is read from the fitted curve at half-maximal effect; % is scaled to controls: 0 for no effect and ±100 for the full control effect; nearly all actives have a fitted effect of over 75% in size; some results filed as inactive show a strong effect at the top dose
Target sequence (P49798 whole entry, looked up): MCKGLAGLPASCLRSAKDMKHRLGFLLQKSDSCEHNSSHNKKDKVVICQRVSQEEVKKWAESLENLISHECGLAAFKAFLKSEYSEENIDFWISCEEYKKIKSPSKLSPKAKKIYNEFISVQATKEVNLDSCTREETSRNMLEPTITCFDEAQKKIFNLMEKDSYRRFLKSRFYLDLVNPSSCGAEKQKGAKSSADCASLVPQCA
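MLSMR compounds (23 nl, pin-transferred) preincubated 10 min at room temperature with a 500nM (2x) first reagent, then RGS4 at 900nM (2x) plus Transcreener GDP mix added; fluorescence polarization (620/688 nm) read before and after 90 min at 30 °C.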
LDHA block – LDHA (human) enzyme inhibition | purified LDHA, NADH/diaphorase-resazurin fluorescence; stronger effect = lower value | activity change, % (values are at about 110 or 230 µM) | 0.15% of 480,000 active | AID 1347041; in the data active = activity change below about -30%; inconclusive = mostly about -25% to -30%;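 also: plate controls were DMSO wells for no effect and wells without enzyme for full effect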
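Resorufin fluorescence (ex540/em590), read at 0 and 20 min after diaphorase/resazurin addition, reports the NADH left after a 5 min room-temperature reaction of 2 nM human LDH5 with 0.06 mM NADH and 0.2 mM pyruvate.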
Vif-A3F inh – Vif-A3F binding inhibition | HeLa A3F-eYFP + Vif (tagged APOBEC3F with the HIV-1 protein that degrades it), YFP fluorescence increase | Potency, µM (series often up to 46.1 µM), for the others: at the highest dose activity, negative = active | 0.2% of 390,000 active | AID 602313; also: potency is read from the fitted curve at half-maximal effect; % of control where 0% means no effect; nearly all actives have a fitted effect of over 65% in size
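Fluorescence increase (Ex 488/Em 500-530) after overnight compound treatment at 37 deg C flags inhibition of Vif-driven A3F-eYFP loss in stable HeLa A3F-eYFP/Vif cells seeded overnight beforehand.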
ERG Ets-DNA blk – inhibitors of human ERG Ets domain-DNA interaction | P11308 | fluorescence polarization, His-ERG Ets domain / labelled DNA | Potency, µM (doses to about 76.9 µM), inactives show at the highest dose FP activity, negative = inhibition, hits mostly inhibitors | 0.028% of 370,000 active; active = well fitted inhibition curve with a large enough effect in the polarisation, with a control signal flat; inconclusive = small, poorly fitted or top-dose-only effect, or effect the other way, or a change in a side signal; inactive = no such curve, though single readings can be large or run the other way; the % refers to the polarisation;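 also: polarization taken with two DNA probes labelled with fluorescein and Texas red; potency is read from the fitted curve at half-maximal effect; % of control where 0% means no effect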
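His-tagged ERG Ets domain (1 uM in the protein solution; 300mM KCl, 50mM Tris-HCl, 1mM EDTA, 1mM DTT, pH 7.5) received compound, then a probe mix of 5 nM fluorescein-DNA and 100nM Texas-615-DNA. Fluorescence polarization was read for both dyes.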
Numbers without * were called inactive; i = inactive; ? = inconclusive; / = not tested or not shown; & = joins results of further samples; [ ] = another dose, or the depositor's remark. Unless noted, calls follow the shape of the dose curve; as a rule, active = well fitted curve in the direction sought with a large enough effect; inconclusive = small, poorly fitted or top-dose-only effect, or another doubt; inactive = no such curve, though single readings can be large; an effect the other way counts as inactive or inconclusive. The list is partial, so the mix of outcomes need not match the whole.

SMILES	Vif-APOBEC3G blk	D2 antagonist	12-LOX inh	Glioma ERSR ind	D2 agonist	RGS4 inh	LDHA block	Vif-A3F inh	ERG Ets-DNA blk
COc1cccc(OCc2cc(/C=N/n3cncn3)ccc2OC)c1	-20%	1	-25%	0%	-0.4	1%	0	8%	0%
COc1ccc(-c2csc(NC(=O)CC(C)C)n2)cc1	0%	2	?	5%	-1.4	?	-12	-10%	-5%
CC1Cc2cc(/C(O)=C3/C(=O)C(=O)N(CCCn4ccnc4)C3c3ccncc3)ccc2O1 (configuration not stated)	-1%	24	-11%	-5%	-0.2	4%	1	1%	4%
O=C1N(CC(=O)N2CCc3ccccc32)CCN1Cc1ccc(Cl)cc1	-5%	-24	?	-3%	-0.7	?	-7	2%	5%
COc1ccc(-n2nc([N+](=O)[O-])c(=NCCc3ccc(C)cc3)n2O)cc1	-6%	6	2%	0%	-0.6	23%	-4	-50%	-10%
C/C(CC1CC(C)OC1=O)=N\NC(N)=S (configuration not stated)	0%	-9	-3%	-3%	-0.3	-16%	-2	-12%	-2%
CCN(CC)CC(=O)N1N=C(c2cccs2)CC1c1ccco1 (configuration not stated)	-5%	2	-3%	-3%	0.5	8%	-3	-3%	6%
CC(Oc1ccc2ccc(=O)oc2c1)C(=O)NCC1CCC(C(=O)O)CC1 (configuration not stated)	0%	-15	11%	-3%	-0.2	-33%	-1	-8%	-3%
Cc1ccc(NS(=O)(=O)c2ccc(C(=O)NCc3ccc(S(N)(=O)=O)cc3)cc2)cc1	-2%	/	?	-4%	/	-20%	-7	0%	-1%
COc1ccc(CCNC(=O)c2cc(=O)c3cc(C)ccc3o2)cc1	2%	7	1%	-2%	-1.3	-2%	-18	6%	2%
CC(NC(=O)CCc1nnc(-c2ccc(-c3ccccc3)cc2)o1)c1nccs1 (configuration not stated)	-10%	3	0%	-11%	0.3	-18%	-5	-9%	7%
CCOC(=O)c1oc2ccccc2c1NC(=O)c1ccc(S(=O)(=O)N(C)C)cc1	-2%	/	3%	5%	/	-17%	2	-19%	-7%
CNc1nc(NC)nc(NNC(=O)c2ccccc2)n1	1%	/	0%	-1%	/	19%	-7	-15%	7%
O=C(CCCn1c(=S)[nH]c2ccccc2c1=O)NC1CCCCC1	-4%	3	-12%	-4%	-1.6	-10%	0	-4%	2%
O=C(NCc1ccccc1Br)c1ccc2nc(N3CCCCC3)sc2c1	0%	/	1%	2%	-0.7	13%	-1	3%	2%
COC(=O)c1c(NC(=O)c2ccco2)sc2c1CCC2	-13%	2	135%	0%	-3.0	-10%	1	-17%	-8%
CCOC(=O)Cn1cnc2c(nnn2-c2ccc(OC)cc2)c1=O	2%	-1	11%	-1%	1.0	-17%	5	1%	-1%
O=C(CCN1C(=O)COc2ccccc21)NCCC1=CCCCC1	2%	6	2%	-2%	0.5	4%	-14	-1%	0%
O=C(CSC1=NS(=O)(=O)c2ccccc2N1)Nc1nccs1	4%	-12	-9%	-3%	-0.4	5%	-3	8%	11%
Cc1cc(C)c(C#N)c(SCC(=O)Nc2ccc(S(=O)(=O)Nc3onc(C)c3C)cc2)n1	1%	2	0%	-3%	-0.6	-7%	-10	-2%	2%
Cc1onc(-c2ccccc2Cl)c1C(=O)O/N=C(\N)c1ccc([N+](=O)[O-])o1	-13%	18	0%	14%	1.6	9%	0	11%	-3%
O=C(Nc1ccc2c(c1)C(N1CCOCC1)c1ccccc1-2)C(F)(F)F (configuration not stated)	4%	/	?	-2%	/	-4%	-4	-12%	-2%
COc1ccc(OC)c(CCNC(=O)c2cc3c(s2)-c2c(C)cccc2OC3)c1	-1%	/	1%&-19%	-4%	0.2	?	6&-4	-5%	-6%
COc1ccc(NC(=O)C2CCCN2C(=O)NCc2ccccc2)c(OC)c1 (configuration not stated)	-5%	-12	0%	-6%	-0.6	-23%[56.9 µM]	-6	-2%	-8%
CCn1c(-c2ccccc2)csc1=Nc1ccc(O)cc1	-1%	2	?	1%	-0.3	-38%	6	-2%	-3%
CN(CC(=O)NC1CCN(Cc2ccccc2)CC1)S(=O)(=O)c1ccc(Cl)cc1	0%	12	-11%	-1%	-0.7	-9%	-20	8%	-2%
Cc1ccc(CNC(=O)COC(=O)c2nc(-c3ccccc3)oc2C)cc1	-11%	-1	-14%&-23%	0%	0.3	-33%	-4&9	-2%	-4%
CN(C)S(=O)(=O)c1cccc(NC(=O)COC(=O)c2cccnc2Cl)c1	1%	/	-10%	-4%	/	2%	-5	9%	-5%
CC1=C(c2ccc(C)cc2)S(=O)(=O)N(Cc2ccc(C(=O)Nc3ccc(C)c(F)c3)cc2)C1=O	/	/	-20%	/	-0.8	-16%	-8	/	2%
COc1ccc(-c2cc(C(=O)OCc3ccccn3)c3ccccc3n2)cc1	-5%	-6	?	3%	0.7	6%	-2	-16%	13%
O=[N+]([O-])c1ccc(COc2ccc(CN3CCCC3)cc2)cc1	1%	/	-6%	-4%	/	-9%	-1	5%	15%
Cn1c(N)c(C(=O)CSc2nnc(Cc3cccs3)n2C2CC2)c(=O)n(C)c1=O	-2%	/	78%[activator]	-1%	/	-17%	-3	?	15%
O=S(=O)(NNc1cccc(Cl)n1)c1ccc(Cl)cc1	3%	-7	-7%	-2%	1.7	-16%	11	-10%	6%
Cc1c(C(=O)N(C)CCCCN2CCOCC2)oc2c(F)cccc12	-3%	-16	0%	0%	0.0	6%	-2	12%	0%
CSc1nnc(-c2ccc(NC(=O)CCc3ccccc3)cc2)n1C	1%	22	-48%	-5%	0.9	1%	?	0%	-1%
Cc1cc(C)cc(-n2nnc(-c3nc(-c4ccccc4F)no3)c2C)c1	-3%	/	-3%	1%	-0.3	-11%	-5	7%	6%

Look-ups from the results shown.
In ERG Ets-DNA blk, Cc1cc(C)cc(-n2nnc(-c3nc(-c4ccccc4F)no3)c2C)c1 reads 6%
In D2 antagonist, CN(CC(=O)NC1CCN(Cc2ccccc2)CC1)S(=O)(=O)c1ccc(Cl)cc1 reads 12

Continued.
SMILES	Vif-APOBEC3G blk	D2 antagonist	12-LOX inh	Glioma ERSR ind	D2 agonist	RGS4 inh	LDHA block	Vif-A3F inh	ERG Ets-DNA blk
CC1CC(N(C(=O)c2ccco2)c2ccccc2)c2ccccc2N1C(=O)c1ccco1 (configuration not stated)	0%	-54	3%	2%	1.1	20%	-12	-8%	10%
CCN(Cc1cnn(C)c1)C(=O)C1CCC(=O)N(CCc2ccc(OC)cc2)C1 (configuration not stated)	1%	0	11%	-3%	0.6	-4%[56.9 µM]	-5	6%	3%
O=C(Cn1cnc2cc([N+](=O)[O-])ccc2c1=O)NCCc1ccc(Cl)cc1	-5%	6	i	2%	-1.1	-25%	5	9%	20%
CCNC(=O)N(C)c1c(CC)nc2ccc(C(=O)N3CCN(C(C)=O)CC3)cn12	-1%	/	-6%	-1%	/	/	3	/	/
O=C(Nc1ccc(S(=O)(=O)N2CCCCC2)cc1)C1CC(=O)N(Cc2ccccc2)C1 (configuration not stated)	-2%	-24	4%	-5%	0.5	-13%	0	5%	5%
O=[N+]([O-])c1ccc(Oc2cccc(Br)c2)c2ccncc12	-28%	-1	22%	-8%	1.1	-19%[11.4 µM]	4	1%	8%
NS(=O)(=O)c1ccc(CCNC(=O)/C=C/c2ccc([N+](=O)[O-])cc2)cc1	0%	-4	-12%	-4%	0.3	22%	-2	-10%	-10%
CC1=C(C(=O)Nc2cccc(C(=O)NC3CCCCC3C)c2)SCCO1 (configuration not stated)	0%	-1	-5%	-4%	0.7	7%[56.9 µM]	-19	4%	2%
Cc1ccc(CNC(=O)CN(C)S(=O)(=O)c2cccs2)cc1	8%	4	-3%	-1%	0.5	-10%	-11	5%	-1%
CO/N=C/c1cccn1-c1nccc(OC)c1C#N	2%	-8	-10%	-5%	-0.5	7%	-9	-3%	-10%
Cc1ccc(N2C(=O)SC(N(CC(=O)O)c3ccc(C)cc3)C2=O)cc1 (configuration not stated)	2%	-9	-7%	-3%	-0.1	-31%	1	5%	5%
CCc1cccc(CC)c1NC(=O)COC(=O)c1cccc(-c2ccc(OC(C)=O)cc2)c1	-1%	1	35%[activator]	-3%	0.2	8%	-12	-1%	-9%
COC(C(=O)Nc1ccc(C(C)=O)cc1)c1ccccc1 (configuration not stated)	0%	-4	-7%	4%	0.5	-22%	-2	-17%	0%
COc1ccc2cc(-c3[nH]ncc3CN3CCCCO3)ccc2c1	0%	-10	-1%	1%	-1.2	11%	2	-23%	10%
COCCN(C(=O)C1CCN(C(=O)c2ccccc2C)CC1)c1c(N)n(CC(C)C)c(=O)[nH]c1=O	0%	-6	231%[activator]	1%	0.3	-29%	-47*	6%	/
Cc1ccc(C(=O)N/N=C\c2ccc(-c3ccc(Cl)c(Cl)c3)o2)cn1	?	1	0%	-14%	-1.7	-10%	-20	5%	5%
CCN(CC(=O)Nc1c(F)cccc1F)C(=O)C1CC(=O)N(c2ccc3c(c2)OCCO3)C1 (configuration not stated)	-2%	2	-23%	-4%	-0.3	11%	-5	1%	-1%
CC(=O)Nc1ccc(NC(=O)C(C)NC(C)c2cccc3ccccc23)cc1 (configuration not stated)	-1%	0	-8%	-3%	-0.6	24%	-1	-5%	-1%
CC(Nc1nc(-c2cccc(Br)c2)cs1)c1nc2cc(Cl)c(N3CCCCC3)cc2n1CCOCCO (configuration not stated)	-13%	-13	-9%	3%	0.9	-25%	0	-15%	2%
